Assay outcomes (PubChem)
GAA850 FXN act = FXN promoter activators, primary screen, cell-based, luciferase luminescence, HEK293 lucGAA850; HEK293 lucGAA850 FXN promoter luciferase reporter, 24 h; percent of 10 µM SAHA response; activation, % at 6 µM; AID 540364, 2011; 0.56% of 360,000 active;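 active = activation above the average of all compounds screened plus 3 SD, cutoff fixed separately per campaign, cut at about 7.5% in these data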;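 also: 0% = DMSO wells and 100% = 10 µM SAHA wells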
hcDAF-12 act = H. contortus DAF-12 nuclear receptor activators, primary screen, cell-based, luminescence, HEK293, lit1-tk-luc reporter. HEK293 hcDAF-12 lit1-tk-luc reporter; 0% DMSO, 100% Δ7-dafachronic acid. activation, % at 6.8 µM. 1.4% of 370,000 active;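 active = activation above the mean of all tested compounds plus 3 SD, cut at about 5.5% in these data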;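 also: 100% = response to 3 µM Δ7-dafachronic acid high control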
PLCb3 inh = human PLC-beta3 inhibitors, primary screen, biochemical, fluorescence; inhibition, % at 12.2 µM; 0.18% of 370,000 active; Purified PLC-beta3, fluorogenic substrate; 1-phosphatidylinositol 4,5-bisphosphate phosphodiesterase beta-3 (Homo sapiens), Q01970; AID 720704, 2013; in the data active = inhibition above about 11%;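 also: 0% = median of compound wells on plate and 100% = full blocker control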
hgDAF-12 ag = H. glycines DAF-12 receptor agonists, primary screen, cell-based, luminescence, HEK293, GAL4 fusion, UAS-luciferase | Nuclear hormone receptor DAF-12 (Heterodera glycines), GAL4 fusion | HEK293 GAL4-hgDAF12 UAS-luciferase reporter, agonist luminescence; normalized to butyrate control | activation, % at 6.8 µM | 1.8% of 370,000 active | AID 687014, 2013;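 active = activation above a cutoff set at the mean of all screened compounds plus 3 SD, cut at about 10% in these data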;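 also: 0% = DMSO wells and 100% = sodium butyrate wells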
DAX1 inh-1 = DAX1 (NR0B1) inhibitors, primary screen, cell-based, HEK293, Gal4-DAX1, luciferase luminescence | AID 504766, 2011 | inhibition, % at 6.75 µM | 0.99% of 340,000 active | HEK293 Gal4-DAX1 luciferase reporter;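 active = inhibition above the mean over all tested compounds plus 3 SD, cut at about 4.2% in these data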;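 also: 0% = DAX1-transfected cells with DMSO and 100% = empty-vector control cells with DMSO; inhibition shows as a rise in luminescence from relieved DAX1 repression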
ssDAF-12 act = S. stercoralis DAF-12 nuclear receptor activators, primary screen, cell-based, luminescence, HEK293, GRIP1 co-expression, lit1-tk-luc | activation, % at 6.8 µM | Nuclear hormone receptor DAF-12 (Strongyloides stercoralis) | 1% of 370,000 active | HEK293 ssDAF-12/GRIP1 lit1-tk-luc reporter; % of 3 µM dafachronic acid response;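 active = activation above the mean over all tested compounds plus 3 SD, cut at about 0.9% in these data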;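 also: 0% = DMSO-only wells and 100% = 3 µM delta7-dafachronic acid wells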
PG9 Ab binder = binders of HIV-1 gp120 antibody PG9, primary screen, biochemical, TR-FRET; TR-FRET gp120-PG9 antibody binding; inhibition, % at 6.7 µM; 0.43% of 360,000 active; AID 624416, 2012; in the data active = inhibition above about 8.5%
SMARCA2 activ = SMARCA2 (BRM) function activators, primary screen, cell-based, luminescence, high throughput; activation, % at 9.1 µM; MG213 cells, MMTV-luciferase reporter, dexamethasone, overnight; AID 652017, 2013; 1% of 370,000 active; in the data active = activation above about 7.8%;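 also: 0% = vehicle wells and 100% = reference activator wells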
sPLA2-III inh = human group III sPLA2 inhibitors, primary screen, biochemical, QFRET, BODIPY PC-A2 liposome substrate | Group 3 secretory phospholipase A2 (Homo sapiens), Q9NZ20 | QFRET BODIPY PC-A2 liposome hydrolysis, fluorescence | inhibition, % at 12.2 µM | 0.56% of 370,000 active | AID 743126, 2013;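 active = inhibition above mean plus 3 SD of compounds lying within the high and low control bounds, cut at about 19% in these data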;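 also: 0% = median of test compound wells and 100% = no enzyme DMSO wells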
Target sequence (Q9NZ20 whole entry, looked up): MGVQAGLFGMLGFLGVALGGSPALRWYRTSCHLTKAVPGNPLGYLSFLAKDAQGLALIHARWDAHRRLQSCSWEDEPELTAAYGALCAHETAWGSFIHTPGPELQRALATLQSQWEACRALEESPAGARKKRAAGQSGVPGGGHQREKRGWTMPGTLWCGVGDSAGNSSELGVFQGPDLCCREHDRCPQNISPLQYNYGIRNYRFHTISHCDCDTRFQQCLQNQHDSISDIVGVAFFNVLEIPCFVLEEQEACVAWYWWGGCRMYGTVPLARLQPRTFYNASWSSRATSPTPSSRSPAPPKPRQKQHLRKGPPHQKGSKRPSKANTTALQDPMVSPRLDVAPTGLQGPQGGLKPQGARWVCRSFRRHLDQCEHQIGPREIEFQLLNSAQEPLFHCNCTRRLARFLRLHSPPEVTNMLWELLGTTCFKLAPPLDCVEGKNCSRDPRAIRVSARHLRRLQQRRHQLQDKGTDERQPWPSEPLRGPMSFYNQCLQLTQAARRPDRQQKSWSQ
DAX1 inh-2 = DAX1 (NR0B1) inhibitors on StAR promoter, primary screen, cell-based, luminescence, SF-1 (NR5A1), full-length DAX-1; HEK293T StAR-luciferase reporter, SF-1/DAX-1 repression relief; inhibition, % at 6.8 µM; 1.1% of 370,000 active; AID 652010, 2013;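 active = inhibition above the mean over all tested compounds plus 3 SD, cut at about 3.6% in these data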;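 also: 0% = DAX-1 cells with DMSO and 100% = cells lacking DAX-1 with DMSO; higher inhibition means more luminescence from relief of DAX-1 repression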
Rev-erbA mod = modulators of Rev-erb alpha DNA binding, primary screen, biochemical, FITC-DNA, fluorescence polarization, uHTS; Nuclear receptor subfamily 1 group D member 1 (Homo sapiens), P20393; 0.79% of 370,000 active; Rev-erbα–FITC-DNA binding, 90 min; activity, % at 10 µM;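 active = activity above about 14%, limit read from the data; passing the limit was not always enough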;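 also: 0% = DMSO wells with 35 nM protein and 100% = DMSO wells with 750 nM protein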
Target sequence (P20393 whole entry, looked up): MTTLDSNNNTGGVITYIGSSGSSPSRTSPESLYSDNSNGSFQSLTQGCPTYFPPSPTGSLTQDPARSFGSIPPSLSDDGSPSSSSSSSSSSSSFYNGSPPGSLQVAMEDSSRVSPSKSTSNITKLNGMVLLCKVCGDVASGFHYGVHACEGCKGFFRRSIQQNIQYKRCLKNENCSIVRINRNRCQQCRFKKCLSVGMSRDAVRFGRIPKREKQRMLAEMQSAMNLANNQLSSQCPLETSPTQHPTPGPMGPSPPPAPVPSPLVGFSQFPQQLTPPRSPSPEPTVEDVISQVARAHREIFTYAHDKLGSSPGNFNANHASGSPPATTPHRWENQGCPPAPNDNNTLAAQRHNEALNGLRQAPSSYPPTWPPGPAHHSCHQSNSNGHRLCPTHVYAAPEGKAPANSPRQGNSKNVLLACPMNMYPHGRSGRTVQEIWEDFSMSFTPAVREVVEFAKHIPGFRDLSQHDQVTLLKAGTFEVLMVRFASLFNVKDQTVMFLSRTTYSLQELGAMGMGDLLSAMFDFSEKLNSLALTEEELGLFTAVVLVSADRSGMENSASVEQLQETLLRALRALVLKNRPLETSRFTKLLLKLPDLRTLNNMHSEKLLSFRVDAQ
An asterisk follows results filed as active; . = no result given. Rows were taken by chance. Share with any hit: about 7%.

SMILES | GAA850 FXN act | hcDAF-12 act | PLCb3 inh | hgDAF-12 ag | DAX1 inh-1 | ssDAF-12 act | PG9 Ab binder | SMARCA2 activ | sPLA2-III inh | DAX1 inh-2 | Rev-erbA mod
O=C(NC(=S)NC12CC3CC(CC(C3)C1)C2)c1ccc(F)cc1 | 0.5 | -0.6 | 5 | -1.4 | . | -0.4 | 0.3 | 0 | -2 | -0.6 | -3
O=C(CN1C(=O)c2ccc([N+](=O)[O-])cc2C1=O)NCCC1=CCCCC1 | 1.3 | 1.3 | -10 | 2.8 | -1.3 | -0.5 | 0.8 | 0 | 4 | 0.4 | -5
CC(=O)c1ccc(S(=O)(=O)N2CCC3(CC2)OCCO3)cc1 | 1.7 | -2.3 | -4 | -1.4 | 1.3 | -0.4 | -0.4 | 0 | 1 | 0.0 | -4
O=C(Nc1ccc(OC(F)(F)F)cc1)Nc1c(-c2ccc(C(F)(F)F)cc2)nc2ncccn12 | . | -0.1 | -11 | 0.0 | . | -0.5 | . | 1 | 1 | 0.9 | -3
COCCn1c(SCC(=O)Nc2ccc(Cl)c(S(=O)(=O)N(C)C)c2)nc2ccccc21 | -2.1 | -3.7 | 5 | -4.7 | -1.9 | -2.2 | 0.1 | -4 | -30 | -2.1 | -4
CC(C)(C)OC(=O)N[C@@H](COCc1ccccc1)C(=O)N[C@@H](CO)[C@H](O)[C@@H]1C[C@@H]1C(=O)NC1CCCCC1 | -1.0 | -2.1 | 1 | -0.2 | 1.3 | -0.9 | -0.6 | -1 | 1 | 0.0 | 0
CCCCCOc1ccc(C(=O)NCCC(=O)NCCCC(=O)OCC)cc1 | 0.3 | -2.1 | -6 | -0.1 | 0.0 | -1.2 | 2.0 | -5 | -6 | 0.1 | -7
COc1ccc2c(c1OC)C(=O)N(c1ccc(O)cc1)C2 | 1.2 | 2.2 | -16 | 7.9 | -0.1 | -0.4 | -1.7 | 2 | 6 | 0.6 | 4
CCC1Cc2[nH]c(=S)[nH]c(=O)c2C(c2ccc(F)cc2)O1 (configuration not stated) | . | -2.0 | 3 | -3.4 | . | -1.2 | -0.5 | 0 | 7 | -1.2 | -5
COC(=O)[C@]12CCCCC=C1N(CCc1ccc(OC)c(OC)c1)C(=O)[C@H](CC(=O)N1CCN(C(=O)C3CC3)CC1)C2 | . | -1.9 | 5 | -0.5 | . | -0.7 | 1.3 | -2 | -3 | -1.5 | -2
CN1OC[C@@H]2CN(S(=O)(=O)c3ccccc3)[C@H](c3ccccc3Br)C[C@@H]21 | . | -1.7 | 3 | 4.5 | . | -1.2 | -1.7 | 1 | 2 | 0.7 | -7
N#Cc1ccc(C(=O)OCc2cccc(S(=O)(=O)N3CCOCC3)c2)cc1 | 1.2 | -2.0 | -8 | 1.9 | -0.3 | -0.3 | -0.2 | -1 | 6 | -0.7 | 4
CC(C)COC(=O)N1CCCCC1c1cc(C(=O)NCc2ccccc2)no1 (configuration not stated) | 0.1 | -0.4 | 6 | -3.8 | . | -1.0 | 0.1 | -5 | 6 | -0.9 | 4
CC(=O)Nc1ccc(N2CCN(Cc3ccccc3F)CC2)cc1 | 2.6 | 0.9 | 2 | 1.0 | -0.7 | -1.6 | -0.8 | 0 | 6 | 0.0 | 6
Cc1ccc2cc3cc(C(=O)N4CCN(C(=O)c5ccco5)CC4)sc3nc2c1 | -0.1 | -0.5 | -56 | 0.9 | 0.1 | -0.7 | -1.6 | 5 | -9 | 0.9 | 3
O=C(O)C(=Cc1cc2c(cc1[N+](=O)[O-])OCO2)c1cc2c(cc1Br)OCO2 | 4.6 | -1.6 | -3 | 6.8 | 1.2 | -0.5 | -0.5 | -1 | -1 | -0.9 | -8
NC(=O)Cn1cnc2c(nnn2-c2ccc(F)cc2)c1=O | 0.4 | 1.0 | -4 | 2.4 | -0.8 | -0.6 | -0.4 | -2 | 3 | -0.6 | -3
C#CCNC(=O)[C@H](Cc1ccc(C(=O)c2ccccc2)cc1)NC(=O)OC(C)(C)C | -0.2 | -1.2 | -2 | -2.4 | -1.3 | -1.5 | -0.1 | 0 | -4 | -0.5 | -3
COc1ccc(NC(=O)CN(C)C(=O)Cc2ccsc2)cc1 | 1.2 | 0.9 | -8 | 3.2 | 0.7 | 0.1 | -0.8 | -1 | -1 | 1.1 | 2
CCCCc1nnc(NC(=O)C=C(C)C)s1 | -1.1 | -2.0 | 6 | 0.2 | 0.3 | -0.8 | -0.7 | -3 | 3 | -0.3 | 4
CC(CN(C(N)=O)c1ccccc1O)C(=O)O (configuration not stated) | 1.3 | 1.3 | 2 | 1.0 | 1.8 | -0.3 | -2.9 | 1 | 5 | 0.2 | -2
Cc1ccc(C(=O)C2=C(O)C(=O)N(Cc3cccnc3)C2c2ccc(Br)cc2)o1 (configuration not stated) | -0.7 | -0.6 | -26 | -1.8 | 0.6 | -0.7 | 18* | -1 | 2 | -1.5 | 7
Oc1ccc2[nH]ccc2c1 | -2.8 | 1.1 | 0 | -1.8 | -0.5 | -1.2 | -1.7 | -3 | -1 | -0.3 | -3
CCOC(=O)CCn1nc(-c2ccc(Cl)cc2)cc1N | 3.4 | 0.8 | 0 | 3.2 | 0.5 | -0.8 | -3.1 | -2 | 1 | 1.3 | -3
Cc1ccc2[nH]c(C(=O)Nc3ccc(F)cc3)cc2c1 | 3.0 | -0.6 | -4 | 3.0 | 0.0 | -1.3 | 0.7 | 2 | -6 | -0.2 | 4
The list goes on.
SMILES | GAA850 FXN act | hcDAF-12 act | PLCb3 inh | hgDAF-12 ag | DAX1 inh-1 | ssDAF-12 act | PG9 Ab binder | SMARCA2 activ | sPLA2-III inh | DAX1 inh-2 | Rev-erbA mod
Cc1cc(C)nc(SCC(=O)N/N=C/c2cccc([N+](=O)[O-])c2)n1 | -0.3 | -1.0 | -1 | -1.1 | -1.3 | -1.2 | -1.3 | 0 | -3 | -0.4 | -2
O=C(CCc1nc(-c2ccccc2Cl)no1)NCCc1ccccc1 | -1.8 | -3.1 | -1 | 0.0 | -0.7 | -1.2 | 0.4 | 0 | 6 | -0.1 | 5
O=C(O)c1cccc(S(=O)(=O)N2CCCC(c3nc4c(nnn4Cc4ccc(F)cc4)c(=O)[nH]3)C2)c1 (configuration not stated) | -0.9 | -0.5 | -9 | 0.1 | 0.6 | -1.1 | -1.9 | 1 | -8 | -0.1 | 0
O=C(Oc1ccc(=O)n(-c2ccccc2)n1)c1ccccc1 | 1.4 | 3.5 | 2 | 2.7 | 1.1 | -1.4 | -0.3 | 0 | -1 | -0.1 | -8
O=C1CCC/C1=C/Nc1ccc2c(c1)OCO2 | -1.4 | 0.5 | -33 | 0.4 | -0.1 | -0.9 | -5.8 | -3 | 4 | -0.3 | -2
COC(=O)c1sccc1-c1ccc(C(=O)Nc2cccnc2)o1 | 6.9 | 1.6 | -12 | 4.8 | 0.9 | -0.9 | -1.4 | 2 | -7 | 0.9 | -2
COc1ccc(N(CC(=O)NC2CCCC2)C(=O)CCC(=O)Nc2cc(C)on2)cc1 | 1.8 | -0.8 | -3 | -0.9 | 0.2 | -1.5 | -3.2 | -3 | 0 | 0.1 | 5
Cc1nn(CCOc2ccccc2)c(=O)n1-c1ccc(Cl)cc1 | 3.4 | 1.6 | 5 | 1.9 | 3.1 | -0.6 | 0.0 | 7 | 0 | 1.3 | -3
CSCCCNC(=S)N(C)CC(=O)Nc1ccc(C)cc1 | 1.2 | -1.8 | -6 | -1.4 | 1.4 | -1.3 | 0.2 | -2 | -17 | 0.4 | -6
CC1=CC(C)(C)N(C(=O)CSc2nnc(N)s2)c2ccccc21 | 2.7 | -1.3 | 0 | -3.4 | -0.4 | -1.4 | -2.5 | -4 | -6 | 1.2 | -2
COc1ccc(S(=O)(=O)N2CCCC(C(=O)Nc3ccc4c(c3)OCCO4)C2)cc1 (configuration not stated) | -8.1 | -2.4 | -3 | -5.3 | -1.2 | -1.8 | -0.2 | -2 | -16 | -2.0 | 2
CN(C)S(=O)(=O)Nc1ccc(Cc2ccncc2)cc1 | -2.1 | -0.2 | 0 | 1.3 | -0.4 | -0.9 | -0.6 | -3 | -3 | -0.2 | -4
COc1ccccc1CN1CCCC(CN(CCN(C)C)C(=O)C2CCCC2)C1 (configuration not stated) | 1.4 | 0.0 | -12 | -2.2 | 0.8 | -0.5 | -0.4 | -3 | 19 | 0.3 | 0
Cc1ccc(NC(=O)COC(=O)CCC(=O)c2cccs2)c(Br)c1 | 1.4 | -0.7 | -5 | 1.5 | 0.3 | -1.5 | -1.9 | 3 | -14 | 0.9 | 3
Cc1coc2cc3oc(=O)c(CCC(=O)O)c(C)c3cc12 | 2.6 | 1.1 | -170 | 1.4 | 1.0 | -0.3 | -0.9 | -1 | 2 | 0.2 | 1
COc1ccc(OC)c(NC(=O)c2cccc(N3C(=O)C4C5CCC(C5)C4C3=O)c2)c1 (configuration not stated) | 1.3 | -3.0 | -92 | -5.5 | -1.2 | -1.8 | -1.7 | -2 | -8 | -5.7 | -1
CCc1cccc(NC(=O)COC(=O)C2COc3ccccc3O2)c1 (configuration not stated) | -1.0 | 0.7 | 1 | 8.0 | 1.1 | -0.9 | 2.9 | 1 | 1 | -0.4 | -8
O=C1Nc2ccccc2C1(c1ccccc1)c1ccccc1 | -1.6 | -1.4 | -1 | 2.4 | -0.3 | -1.2 | -1.8 | 11* | 2 | 0.3 | 2
COc1ccc(CN2CCN(Cc3ccc(Br)cc3)CC2)c(OC)c1OC | -2.3 | -3.0 | 2 | -5.3 | -2.0 | -1.4 | 0.4 | -5 | 0 | -0.8 | 8
O=C(NS(=O)(=O)N1CCCC1)C1=C(N2CCCC2)COC1=O | 0.3 | -1.3 | 8 | 0.6 | 1.1 | -1.3 | 0.1 | 1 | 12 | 0.0 | -6

Record cards, as listed above. Screens in order: GAA850 FXN act	hcDAF-12 act	PLCb3 inh	hgDAF-12 ag	DAX1 inh-1	ssDAF-12 act	PG9 Ab binder	SMARCA2 activ	sPLA2-III inh	DAX1 inh-2	Rev-erbA mod
COc1ccccc1CN1CCCC(CN(CCN(C)C)C(=O)C2CCCC2)C1 (configuration not stated) is listed with 1.4	0.0	-12	-2.2	0.8	-0.5	-0.4	-3	19	0.3	0
Cc1coc2cc3oc(=O)c(CCC(=O)O)c(C)c3cc12 is listed with 2.6	1.1	-170	1.4	1.0	-0.3	-0.9	-1	2	0.2	1
Cc1cc(C)nc(SCC(=O)N/N=C/c2cccc([N+](=O)[O-])c2)n1 is listed with -0.3	-1.0	-1	-1.1	-1.3	-1.2	-1.3	0	-3	-0.4	-2
